# PLCb3 inh: blocks human PLC-beta3 enzyme activity | Q01970 | AID 720704 | Purified PLC-beta3, fluorogenic substrate, fluorescence | 370,000 tested, 0.18% active | inhibition, % at 12.2 µM; in the data active = inhibition above about 11%;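 also: 0% = median of compound wells on plate and 100% = full blocker control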
# hcDAF12 agonist: activators of H. contortus DAF-12 nuclear receptor | activation, % at 6.8 µM | 370,000 tested, 1.4% active | AID 652067 | HEK293 hcDAF-12 lit1-tk-luc reporter, luminescence; 0% DMSO, 100% Δ7-dafachronic acid;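 active = activation above the mean of all tested compounds plus 3 SD, cut at about 5.5% in these data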;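 also: 100% = response to 3 µM Δ7-dafachronic acid high control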
# DAX1 inh-1: NR0B1 (DAX1) inhibition; 340,000 tested, 0.99% active; HEK293 Gal4-DAX1 luciferase reporter, luminescence; inhibition, % at 6.75 µM; AID 504766;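 active = inhibition above the mean over all tested compounds plus 3 SD, cut at about 4.2% in these data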;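 also: 0% = DAX1-transfected cells with DMSO and 100% = empty-vector control cells with DMSO; inhibition shows as a rise in luminescence from relieved DAX1 repression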
# PLCg1 inh: inhibitors of human phospholipase C gamma1. inhibition, % at 12.2 µM. 370,000 tested, 0.84% active. purified PLC-gamma1, fluorogenic substrate, fluorescence. P19174. AID 720700; in the data active = inhibition above about 9.5%
# DAX1 inh-2: DAX1 (NR0B1) inhibition, primary screen. HEK293T StAR-luciferase reporter, SF-1/DAX-1 repression relief. inhibition, % at 6.8 µM. 370,000 tested, 1.1% active. AID 652010;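 active = inhibition above the mean over all tested compounds plus 3 SD, cut at about 3.6% in these data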;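 also: 0% = DAX-1 cells with DMSO and 100% = cells lacking DAX-1 with DMSO; higher inhibition means more luminescence from relief of DAX-1 repression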
# Rev-erbA mod: Rev-erb alpha (human) modulation | P20393 | Rev-erbα–FITC-DNA binding, fluorescence polarization, 90 min | activity, % at 10 µM | 370,000 tested, 0.79% active | AID 1259318;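 active = activity above about 14%, limit read from the data; passing the limit was not always enough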;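 also: 0% = DMSO wells with 35 nM protein and 100% = DMSO wells with 750 nM protein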
# ADAM17 inh: inhibitors of human ADAM17 | inhibition, % at 6.95 µM | 370,000 tested, 0.83% active | P78536 | recombinant ADAM17, EDANS/DABCYL FRET peptide cleavage;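 active = inhibition above the mean of compounds lying between control limits plus 3 SD, set per campaign, cut at about 8.5% in these data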;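 also: 0% = DMSO-only wells as the low control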
# Target sequence (P78536 215-824 limits assumed): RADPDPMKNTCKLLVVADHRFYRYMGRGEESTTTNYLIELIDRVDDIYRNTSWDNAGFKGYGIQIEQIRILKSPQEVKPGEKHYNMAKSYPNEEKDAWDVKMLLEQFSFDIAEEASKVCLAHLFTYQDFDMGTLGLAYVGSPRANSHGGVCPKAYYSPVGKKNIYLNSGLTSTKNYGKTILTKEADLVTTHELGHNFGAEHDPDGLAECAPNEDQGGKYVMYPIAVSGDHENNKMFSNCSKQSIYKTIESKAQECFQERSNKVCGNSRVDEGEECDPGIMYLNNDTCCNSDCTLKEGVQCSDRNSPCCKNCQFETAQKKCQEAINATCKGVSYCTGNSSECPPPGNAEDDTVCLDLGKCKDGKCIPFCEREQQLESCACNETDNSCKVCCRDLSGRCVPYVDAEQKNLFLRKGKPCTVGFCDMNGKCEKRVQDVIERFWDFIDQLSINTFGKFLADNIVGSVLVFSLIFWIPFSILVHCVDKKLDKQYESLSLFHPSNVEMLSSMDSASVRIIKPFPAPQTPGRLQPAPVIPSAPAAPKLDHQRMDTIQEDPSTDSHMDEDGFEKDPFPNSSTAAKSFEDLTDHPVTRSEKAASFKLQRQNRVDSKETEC
# SMARCA2 activ: SMARCA2 function activation, primary screen; MG213 cells, MMTV-luciferase reporter, dexamethasone, overnight; activation, % at 9.1 µM; 370,000 tested, 1% active; AID 652017; in the data active = activation above about 7.8%;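 also: 0% = vehicle wells and 100% = reference activator wells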
# ssDAF-12 act: activates DAF-12 receptor from parasite S. stercoralis; HEK293 ssDAF-12/GRIP1 lit1-tk-luc reporter, luminescence; % of 3 µM dafachronic acid response; activation, % at 6.8 µM; 370,000 tested, 1% active;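 active = activation above the mean over all tested compounds plus 3 SD, cut at about 0.9% in these data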;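 also: 0% = DMSO-only wells and 100% = 3 µM delta7-dafachronic acid wells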
# MBD2 inh: blocks human MBD2 binding to methylated DNA. inhibition, % at 4.4 µM. 370,000 tested, 0.31% active. TR-FRET, MBD2 binding to methylated oligonucleotide. Q9UBB5; in the data active = inhibition above about 13%
# Target sequence (Q9UBB5 whole entry, looked up): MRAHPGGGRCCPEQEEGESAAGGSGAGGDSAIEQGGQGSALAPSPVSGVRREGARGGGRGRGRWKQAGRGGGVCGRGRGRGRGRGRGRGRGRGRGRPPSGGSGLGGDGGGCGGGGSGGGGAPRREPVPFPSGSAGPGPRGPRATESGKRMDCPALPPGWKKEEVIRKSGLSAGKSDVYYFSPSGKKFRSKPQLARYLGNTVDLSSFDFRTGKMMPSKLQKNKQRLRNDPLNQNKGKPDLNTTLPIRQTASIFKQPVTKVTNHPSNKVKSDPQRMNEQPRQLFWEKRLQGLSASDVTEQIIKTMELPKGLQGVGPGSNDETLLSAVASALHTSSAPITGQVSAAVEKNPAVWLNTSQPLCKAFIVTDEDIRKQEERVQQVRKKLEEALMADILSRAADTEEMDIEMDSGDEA
# hgDAF-12 ag: agonists of H. glycines DAF-12 nuclear receptor. activation, % at 6.8 µM. HEK293 GAL4-hgDAF12 UAS-luciferase reporter, agonist luminescence; normalized to butyrate control. 370,000 tested, 1.8% active. AID 687014;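 active = activation above a cutoff set at the mean of all screened compounds plus 3 SD, cut at about 10% in these data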;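 also: 0% = DMSO wells and 100% = sodium butyrate wells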
# An asterisk follows results filed as active; i = inactive; x = not tested or not shown.
# The opening 2 compounds, to show the layout:
# Below each compound: PLCb3 inh	hcDAF12 agonist	DAX1 inh-1	PLCg1 inh	DAX1 inh-2	Rev-erbA mod	ADAM17 inh	SMARCA2 activ	ssDAF-12 act	MBD2 inh	hgDAF-12 ag
O=C(NCCCN1CCOCC1)c1cc(-c2ccc(Cl)cc2)on1
  0	-2.1	-1.0	0	0.1	1	-3	-8	-2.3	7	-1.5
CC(=O)N(/N=C/c1ccc([N+](=O)[O-])o1)c1nc2ccccc2c(=O)n1-c1ccccc1
  -6	-1.7	-3.1	0	-1.7	5	-2	1	-1.4	0	-3.7

# Results, repeating the preview:
# Below each compound: PLCb3 inh	hcDAF12 agonist	DAX1 inh-1	PLCg1 inh	DAX1 inh-2	Rev-erbA mod	ADAM17 inh	SMARCA2 activ	ssDAF-12 act	MBD2 inh	hgDAF-12 ag
O=C(NCCCN1CCOCC1)c1cc(-c2ccc(Cl)cc2)on1
  0	-2.1	-1.0	0	0.1	1	-3	-8	-2.3	7	-1.5
CC(=O)N(/N=C/c1ccc([N+](=O)[O-])o1)c1nc2ccccc2c(=O)n1-c1ccccc1
  -6	-1.7	-3.1	0	-1.7	5	-2	1	-1.4	0	-3.7
CC1Cc2ccccc2N1CC(=O)Nc1ccc(S(=O)(=O)N(C)C)cc1 (stereo not given)
  -17	0.5	2.9	-5	-0.2	-7	-5	-3	-1.2	-1	0.8
COc1ccc(N2CCN(C3CCCN(Cc4cccc(OC)c4)C3)CC2)cc1 (stereo not given)
  5	0.3	0.2	2	0.1	5	-2	-2	-1.3	-4	-0.9
CCN(CC(=O)Nc1ccccc1C(F)(F)F)C(=O)c1ccccc1Sc1ccccc1C#N
  -4	-1.6	-0.5	4	-0.4	-5	2	-3	-1.0	1	-1.1
CN(C)CCNC(NC(=O)c1cccs1)C(Cl)(Cl)Cl (stereo not given)
  0	-0.9	0.8	3	-0.5	-4	-3	1	-0.6	0	3.2
COC(=O)Cc1[nH]c(=O)[nH]c1C(=O)OC
  -5	-0.7	4.6*	1	0.0	-1	-3	0	-1.6	-3	6.2
CCCCCNC(=O)C(c1cc2ccccc2o1)n1c(=O)c(-c2cc3ccccc3[nH]2)nc2ccccc21 (stereo not given)
  i	5.6*	x	i	0.4	-1	-33	-1	-0.2	-5	4.9
COc1ccc(NC(=O)CCN2CCCC2)c(OC)c1
  -1	-0.5	0.1	1	-0.1	1	3	-2	-0.7	0	-1.3
O=C(Nc1ccc(Cl)cc1)N1N=CCC1c1ccccc1 (stereo not given)
  -3	-0.3	x	-1	-0.4	-4	0	-1	-1.9	0	-3.1
CC(=O)OCC(=O)C1(O)CCC2C3CC(F)C4=CC(=O)CCC4(C)C3C(O)CC21C (stereo not given)
  4	-1.1	1.5	6	2.1	-3	-6	3	-0.8	-5	-6.0
CCN1CCN(c2nc(C)c3c(n2)CC(C)CC3=O)CC1 (stereo not given)
  -3	1.2	-0.4	-1	0.3	5	-6	0	-1.4	4	-0.5
CC1CCCC(C)N1CC(O)COC1CCC(C(C)(C)C)CC1 (stereo not given)
  0	0.3	1.9	4	-0.7	-7	-4	-1	-1.4	-4	3.0
CCCn1c(NC(=O)CN2C(=O)NC3(CCCC3)C2=O)nc2ccccc21
  2	-0.6	0.6	6	3.1	-6	3	-4	-1.1	-2	-0.3
COc1ccc(C(CNC(=O)c2ccc(Cl)c(S(=O)(=O)N3CCCC3)c2)N2CCCC2)cc1 (stereo not given)
  -3	-1.0	0.3	1	1.0	1	-1	-1	-1.3	-4	-0.2

# Continuation.
# Below each compound: PLCb3 inh	hcDAF12 agonist	DAX1 inh-1	PLCg1 inh	DAX1 inh-2	Rev-erbA mod	ADAM17 inh	SMARCA2 activ	ssDAF-12 act	MBD2 inh	hgDAF-12 ag
COc1ccc([C@H]2CC(=O)C=C(c3ccc(C(F)(F)F)c(C(F)(F)F)c3)C2)cc1OC
  -22	0.5	1.2	-14	0.1	6	-4	0	-1.5	-2	2.2
CSCC(C)N1CCC(Oc2cccc(C(=O)NCc3ccccn3)c2)CC1 (stereo not given)
  -6	-0.4	0.1	1	-0.3	3	-1	1	-0.4	1	-0.9
Cc1nc2ccccn2c1C(O)(c1ccccc1)c1ccccc1
  -1	-2.6	x	0	x	1	-7	x	-1.4	1	-1.0
CCOC(=O)C1CCN(Cc2ccc(F)c(F)c2)CC1
  0	0.0	0.6	2	0.2	-2	-3	-1	-1.4	-2	4.4
CC(Sc1nnnn1-c1cccc(F)c1)C(=O)NC1CCCC1 (stereo not given)
  -5	2.4	1.5	0	1.2	-3	-1	1	0.5	3	1.6
COc1ccccc1CNC(=O)CCc1nc2ccccc2c(=O)[nH]1
  2	-1.3	0.9	-1	0.2	8	-2	0	-0.8	-2	-1.5
CN1CCN(S(=O)(=O)c2cccc(C(=O)NCCOc3ccccc3F)c2)CC1
  -11	1.6	0.9	1	-1.6	-7	-2	3	-0.5	-4	2.9
CC1CCN(S(=O)(=O)c2ccc(C(=O)N3CCOCC3)cc2)CC1
  -11	-1.6	0.1	2	0.7	-1	-5	0	-0.9	1	-0.1
COC(=O)c1ccc(CSCC(=O)Nc2cc(OC)cc(OC)c2)o1
  0	0.0	-1.1	-1	0.3	-4	-7	-1	-0.9	-3	-1.3
O=C(O)c1cc(-c2ccc(Cl)s2)nc2ccccc12
  i	1.7	-0.5	-437	0.3	-5	i	1	-0.6	2	1.3
CC(C)[C@@H]1Cc2[nH][nH]c(=O)c2[C@H](C)O1
  1	0.4	x	-1	1.9	-1	-5	-3	0.0	-2	0.1
Cc1cc(C)nc(OC(C(=O)O)C(OCCC(C)C)(c2ccccc2)c2ccccc2)n1 (stereo not given)
  -4	-1.6	1.1	0	-0.1	3	3	-3	-0.8	1	-3.3
Fc1ccc(/C=N/NC(=S)Nc2cccnc2)cc1
  -4	3.0	0.0	-3	-0.1	-1	3	0	-0.7	6	2.7
Cc1ccc(S(=O)(=O)C2(C(=O)N3CCN(c4cc(C)ccc4C)CC3)CC2)cc1
  -6	-2.2	0.6	1	-1.0	-2	-4	-3	-1.7	-2	0.6
O=C(NCCOc1ccccc1Cl)C(=O)Nc1ccccc1
  -1	0.1	0.7	0	0.9	5	5	2	-1.1	0	-1.4

# The list continues:
# Below each compound: PLCb3 inh	hcDAF12 agonist	DAX1 inh-1	PLCg1 inh	DAX1 inh-2	Rev-erbA mod	ADAM17 inh	SMARCA2 activ	ssDAF-12 act	MBD2 inh	hgDAF-12 ag
C=CCC(=O)N1CCCC(CNC(=O)c2ccc(-c3ccccc3)cc2)C1 (stereo not given)
  -4	-3.5	3.0	0	-0.4	-1	-4	-1	-1.9	-5	-2.2
COc1ccc(-c2cc(C3CCNCC3)[nH]n2)cc1
  -1	1.1	1.3	16*	0.5	-2	8	-3	-0.8	-2	0.7
COc1cccc2cc(C(=O)N3CC(C)OC(C)C3)c(=O)oc12 (stereo not given)
  -46	-0.1	2.3	-43	0.6	3	-9	-2	-1.6	-4	-0.5
O=C(O)c1cc2c(ccc3ccccc32)[nH]1
  -1	0.2	-0.6	0	0.3	3	-16	-4	-0.4	-6	-0.5
CN(CCc1ccccc1)C(=O)c1ccc(NC(=O)Cc2cccc([N+](=O)[O-])c2)cc1
  0	-3.1	-1.7	1	-1.1	7	2	-1	-2.0	-1	-1.5
CSc1ncccc1C(=O)N(C)CC(=O)Nc1ccc(Cl)c(C(F)(F)F)c1
  -12	-1.0	0.3	-1	-0.4	-2	0	-2	-0.3	0	-0.4
CC(C)n1nnnc1C1c2ccccc2C(=O)N1Cc1cccnc1 (stereo not given)
  5	-0.7	x	3	3.6	0	-2	-2	-1.1	-1	0.2
N#Cc1c(SCC(=O)Nc2ccccc2)nsc1SCC(=O)Nc1ccccc1
  -1	1.6	2.1	7	0.5	-5	-1	-3	23*	0	3.1
COc1cccc(-c2cnc(C(O)c3ccc(Cl)cc3)[nH]2)c1 (stereo not given)
  -1	1.8	x	0	-1.2	2	2	-2	-0.5	-5	2.1
COc1ccc(C(=O)C[C@@H]2OC[C@H](C(C)C)N2S(=O)(=O)c2ccc(C)cc2)cc1OC
  4	-1.0	x	1	-0.9	2	4	4	-1.4	1	0.0
COc1ccc(C2C(C(C)=O)=C(C)N=c3s/c(=C\c4cc(C)n(C)c4C)c(=O)n32)c(OC)c1 (stereo not given)
  -286	-1.5	-1.1	-221	-0.4	-1	5	-1	-1.2	-6	-1.4
O=C(Nc1nccs1)c1ccc(Br)s1
  -7	5.8*	0.9	-5	3.4	8	-2	2	-0.3	3	10
Cc1cccc(OCCCC(=O)Nc2ccc(N3CCCCC3)cc2)c1C
  0	-1.7	0.7	2	1.1	-2	7	-3	-0.6	0	-0.9
COc1cc(C=O)ccc1OCCOCCOc1ccc(Cl)cc1
  -2	-1.5	-0.8	8	-0.7	-2	-4	1	-1.5	0	1.9
C=CCOC(=O)N1CCC2CC1c1cc(-c3ccc(OC)cc3)ccc12 (stereo not given)
  0	-2.7	-0.9	-1	-4.8	-5	0	-2	-1.4	1	-3.7

# The results go on:
# Below each compound: PLCb3 inh	hcDAF12 agonist	DAX1 inh-1	PLCg1 inh	DAX1 inh-2	Rev-erbA mod	ADAM17 inh	SMARCA2 activ	ssDAF-12 act	MBD2 inh	hgDAF-12 ag
Cc1cc(C)n(-c2ccc(C(=O)NCC(=O)Nc3cc(Cl)ccc3Cl)cc2)n1
  -14	-0.5	0.3	-3	-1.4	2	2	-1	-0.3	-5	-1.8
COc1ccccc1NC(=O)C(C)OC(=O)c1nc2nc(C)cc(C)n2n1 (stereo not given)
  -1	-1.0	0.2	3	0.7	2	0	-1	-1.0	3	-0.5
CCOC(=O)c1c(NC(=O)c2ccc(Cl)s2)sc(C)c1C
  -6	-0.9	0.3	-4	-0.1	13	-6	-2	-0.4	-3	0.1
Cc1ccc(S(=O)(=O)N(C)C)cc1NC(=O)CCc1c[nH]c2ccccc12
  1	-1.1	-2.1	3	-0.3	4	2	2	-1.0	5	-0.8
Cc1ccc(C)c(NC(=O)c2ccccc2O)c1
  -2	5.5	-0.1	-1	1.0	1	-6	4	-0.3	-3	7.3
Cc1cccc(Oc2ccc(NC(=O)c3ccccc3C(=O)O)cc2)c1
  -9	0.0	4.0	-1	-0.8	2	-8	-1	-1.0	-1	2.6
O=C(Nc1nnc2n1CCS2)c1ccc(Br)o1
  -3	1.6	0.5	3	2.2	4	3	-1	-1.5	-6	0.6
CCCCn1c(N)c(N(CCOC)C(=O)c2cccc(S(=O)(=O)N3CCCCC3)c2)c(=O)[nH]c1=O
  -18	-1.0	0.5	-19	1.8	1	-15	-3	-0.4	-3	-1.1
CCC(NC(=O)C1CCCC1)c1ccc(C)cc1 (stereo not given)
  -5	-1.4	-1.1	0	0.1	-1	0	-2	-0.9	-5	0.2
CCN1CCN(c2ccc(S(=O)(=O)N3CCOCC3)cc2NC(=O)c2ccc(F)cc2Cl)CC1
  -8	-1.1	-0.6	2	-0.7	-5	-6	0	-1.5	4	-2.1
O=C(OC12CCCN(C1)/C(=C/c1ccncc1)C2)c1ccc(Cl)cc1 (stereo not given)
  -9	-2.5	x	-7	-2.0	0	4	-5	-2.4	-1	0.0
Cc1cc(C)cc(NC(=O)CSc2ccc(-c3ccccn3)nn2)c1
  -5	-2.4	-0.1	0	-3.6	-13	-3	-2	-1.2	-3	2.3
Cc1ccccc1N1CCN(CC(=O)Nc2ccccc2C(=O)NC2CC2)CC1
  -3	-2.9	-1.9	2	-2.8	-6	-1	-3	-1.6	2	-5.9

# Screening data as filed in PubChem BioAssay.
